# OXTR potentiator: human OXTR potentiation. P30559. CHO-OTR cells, Fluo-8 calcium fluorescence, potentiator mode; 0% = oxytocin EC15, 100% = EC100. activation, % at 3 µM. actives 0.061% (n = 320,000);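 active means activation above that plate's cutoff, the mean activation of tested compounds plus 3 SD, cut at about 6.6% in these data, passing the limit was not always enough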;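 further: 100% uses oxytocin at 75 nM as the full agonist control; some results filed as inactive read as strong as hits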
#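 System: human OTR in CHO cells; Also added: sub-maximal oxytocin, roughly EC15; Timing: compound 6 min at room temperature before oxytocin, 100 s read; Technique: Fluo-8 intracellular calcium fluorescence, ex 470-495, em 515-575 nm; Controls: oxytocin EC15 low and EC100 high; Replication: singlicate.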
# M1 PAM parental: counter-screen for M1 PAMs: effect in parental CHO-K1 cells; ATP EC20, Fluo-8 calcium fluorescence; 0% at ATP EC20, 100% at ATP max; activation, % at 3 µM; actives 0.02% (n = 360,000); AID 602247;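 active means activation above the run cutoff, the mean activation of all test compounds plus 3 SD, cut at about 40% in these data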;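 further: peak over basal fluorescence ratio in a 140 s read after ATP addition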
# V1aR counter: V1a receptor agonism, counter-screen for OXTR agonists; CHO-V1R cells, Fluo-8 calcium fluorescence, agonist mode; 0% DMSO, 100% 3 nM vasopressin; activation, % at 3 µM; actives 0.25% (n = 320,000); AID 2797;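 active means activation above the mean activation of all tested compounds plus 3 SD, per screening run, cut at about 20% in these data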;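 further: signal is peak over basal fluorescence ratio across a 100 second FLIPR read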
# Target sequence (P37288 whole entry, looked up): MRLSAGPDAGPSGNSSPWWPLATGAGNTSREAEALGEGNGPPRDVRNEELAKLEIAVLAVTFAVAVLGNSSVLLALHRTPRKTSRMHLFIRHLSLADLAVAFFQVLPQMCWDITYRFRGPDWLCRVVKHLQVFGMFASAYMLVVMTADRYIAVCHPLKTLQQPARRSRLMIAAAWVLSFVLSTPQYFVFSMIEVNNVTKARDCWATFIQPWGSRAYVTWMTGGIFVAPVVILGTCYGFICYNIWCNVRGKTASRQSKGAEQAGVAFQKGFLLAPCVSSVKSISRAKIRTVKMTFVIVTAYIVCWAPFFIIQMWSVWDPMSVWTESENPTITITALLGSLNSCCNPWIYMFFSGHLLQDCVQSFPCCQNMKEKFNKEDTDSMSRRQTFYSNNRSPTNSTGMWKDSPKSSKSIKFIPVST
# CHO parental Ca: counter-screen: ATP calcium response change in parental CHO cells; parental CHO-K1, ATP-induced calcium, Fluo-8 fluorescence; inhibition, % at 5.6 µM; actives 0.63% (n = 330,000); AID 463079;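 active means inhibition above that plate's mean sample inhibition plus 3 SD, cut at about 26% in these data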;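 further: 0% = ATP-challenged DMSO wells and 100% = DMSO wells without ATP; some compounds past the cut are filed as inactive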
#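 material = parental CHO cells | also added = ATP as calcium-mobilizing challenge | dosing = single point at 5.6 µM | detection = intracellular calcium via Fluo-8 no-wash fluorescent dye | read-out = % inhibition | benchmarks = low control ATP plus DMSO, high control DMSO only | repeats = one well per compound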
# CHO-K1 Ca antag: counter-screen for M1 antagonists: effect in parental CHO-K1 cells; ATP-induced calcium, Fluo-8 fluorescence; inhibition, % at 3 µM; actives 0.6% (n = 360,000); AID 602250;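 active means inhibition above a per-plate cutoff, the plate's mean sample inhibition plus 3 SD, cut at about 24% in these data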;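 further: 0% = DMSO plus EC80 ATP and 100% = DMSO alone without ATP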
# M1 ag parental: M1 agonist counterscreen hit in parental CHO-K1 cells; actives 0.48% (n = 360,000); Fluo-8 calcium fluorescence; scaled to maximal ATP response, vehicle zero; activation, % at 3 µM; in the data active means activation above about 15%;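 further: untransfected CHO-K1 host cells lacking M1 receptor as counterscreen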
# OXTR ag: agonists of human oxytocin receptor | P30559 | CHO-OTR cells, Fluo-8 calcium fluorescence; normalized: DMSO 0%, oxytocin 100% | activation, % at 3 µM | actives 0.32% (n = 320,000) | AID 2435;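 active means activation above the mean of all tested compounds plus 3 SD, cutoff set per screening run, cut at about 20% in these data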;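 further: peak over basal fluorescence ratio from a 100 s FLIPR kinetic read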
# TAAR1 antag: antagonists of human TAAR1 | Q96RJ0 | CHO RD-HGA16 TAAR1, Fluo-8 calcium fluorescence, antagonist | actives 1.5% (n = 360,000) | inhibition, % at 3 µM;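 active means inhibition above a per-plate cutoff, the mean inhibition of test compounds on that plate plus 3 SD, cut at about 49% in these data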;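 further: 0% = DMSO plus EC80 beta-PEA response and 100% = DMSO alone without agonist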
# Target sequence (Q96RJ0 whole entry, looked up): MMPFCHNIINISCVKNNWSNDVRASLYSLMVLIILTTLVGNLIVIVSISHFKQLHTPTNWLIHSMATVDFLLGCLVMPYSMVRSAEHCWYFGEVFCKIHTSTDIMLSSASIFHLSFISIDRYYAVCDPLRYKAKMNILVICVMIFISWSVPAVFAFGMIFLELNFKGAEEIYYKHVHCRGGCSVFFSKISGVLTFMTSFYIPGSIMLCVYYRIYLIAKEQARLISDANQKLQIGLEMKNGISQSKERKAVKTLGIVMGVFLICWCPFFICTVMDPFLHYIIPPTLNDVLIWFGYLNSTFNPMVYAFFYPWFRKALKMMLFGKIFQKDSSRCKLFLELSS
#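 Assay system: CHO-derived RD-HGA16 cells stably expressing human TAAR1 plus Gα16. Timing: 140 s kinetic read after compound, 140 s after agonist. Technique: kinetic Fluo-8 calcium fluorescence measurement. Measure: % inhibition of agonist calcium response.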
# GPR7 antag: blocks human GPR7 receptor signaling | P48145 | GPR7-expressing cells, fluorescence antagonist assay | inhibition, % at 4.4 µM | actives 1.1% (n = 290,000) | AID 1861; in the data active means inhibition above about 16%, passing the limit was not always enough;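 further: cells stimulated with the agonist NPW; 0% = agonist with vehicle and 100% = vehicle without agonist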
# Target sequence (P48145 whole entry, looked up): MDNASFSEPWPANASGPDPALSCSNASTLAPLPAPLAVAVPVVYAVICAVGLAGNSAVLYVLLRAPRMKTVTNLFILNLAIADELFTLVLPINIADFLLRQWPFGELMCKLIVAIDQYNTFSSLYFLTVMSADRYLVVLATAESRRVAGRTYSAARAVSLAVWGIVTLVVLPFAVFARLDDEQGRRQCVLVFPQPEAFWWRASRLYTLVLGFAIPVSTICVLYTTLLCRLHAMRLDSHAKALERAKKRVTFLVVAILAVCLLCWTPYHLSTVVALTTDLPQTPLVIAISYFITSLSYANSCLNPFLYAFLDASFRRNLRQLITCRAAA
# An asterisk follows results filed as active; · = not tested or not shown.
SMILES,OXTR potentiator,M1 PAM parental,V1aR counter,CHO parental Ca,CHO-K1 Ca antag,M1 ag parental,OXTR ag,TAAR1 antag,GPR7 antag
CSCCC(NC(=O)c1ccco1)C(=O)N1CCC(C(N)=O)CC1 (stereo not drawn),-11,-11,0.4,-7,4,0.5,0.6,-10,·
Cc1nc(C)c(CCNC(=O)c2ccccc2)s1,-6,8,1.3,-3,-11,0.4,-1.2,9,-3
CC1CC[C@@]2(OC1)O[C@H]1CC3[C@@H]4C[C@@H](O)[C@@]5(O)C[C@@H](O)[C@H](O)C[C@]5(C)[C@H]4CC[C@]3(C)[C@H]1[C@@H]2C (stereo partly drawn),-1,-11,0.5,0,5,-0.2,1.4,-5,3
COc1ccc(-c2nc3cc(C)c(Br)c(C)n3c2Cc2ccccc2C(F)(F)F)cc1OC,·,-5,·,·,-8,0.3,·,-11,·
Cc1ccc(CN2CCN(Cc3cnc(N(C)C)s3)CC2CCO)o1 (stereo not drawn),3,18,-0.4,-2,-9,0.9,2.6,-16,-1
CCOC(=O)c1cnc(-c2ccccc2)nc1C(F)(F)F,-8,21,1.5,-5,-22,2.3,1.1,-12,0
CCN(CC)S(=O)(=O)c1ccc(NC(=O)c2cc(=O)[nH]c3ccccc23)cc1,-11,13,0.0,-7,-20,1.1,-0.5,-21,-6
Cc1ccc(NC(=O)c2ccc(OC(=O)COc3cccc(Cl)c3)cc2)cc1,-5,0,0.4,2,-3,-0.3,-1.1,-6,1
CNC(=O)c1ccc(N(Cc2ccccc2C)S(C)(=O)=O)cc1,-4,-1,1.1,-5,-4,1.2,2.1,-22,-8
CCCCN1C(=O)CCC(C(=O)O)C1c1ccc([N+](=O)[O-])cc1 (stereo not drawn),-4,20,0.5,2,9,1.4,1.7,-4,-15
Cc1cc(NC(=O)CSc2ccc(-c3ccccc3)nn2)no1,-5,23,-1.6,-5,-7,0.1,-2.0,0,7
Cc1ccc(-n2c(N)c(C(=O)Nc3c(C)n(C)n(-c4ccccc4)c3=O)c3nc4ccccc4nc32)cc1,-9,14,-1.2,-10,-5,0.2,0.0,28,8

# Entries of single compounds from above. Order of screens: OXTR potentiator, M1 PAM parental, V1aR counter, CHO parental Ca, CHO-K1 Ca antag, M1 ag parental, OXTR ag, TAAR1 antag, GPR7 antag
# `CNC(=O)c1ccc(N(Cc2ccccc2C)S(C)(=O)=O)cc1` across the screens: -4, -1, 1.1, -5, -4, 1.2, 2.1, -22, -8
# `Cc1cc(NC(=O)CSc2ccc(-c3ccccc3)nn2)no1` across the screens: -5, 23, -1.6, -5, -7, 0.1, -2.0, 0, 7

# (next part)
SMILES,OXTR potentiator,M1 PAM parental,V1aR counter,CHO parental Ca,CHO-K1 Ca antag,M1 ag parental,OXTR ag,TAAR1 antag,GPR7 antag
Cc1ccc2nc(CCl)[n+]([O-])c(-c3ccccc3)c2c1,-1,23,-0.3,-1,-7,5.2,-0.7,12,-9
O=C(CCN1C(=O)S/C(=C\c2ccc(F)cc2)C1=O)Nc1ccc(C(=O)O)c(O)c1,-4,10,-0.1,1,1,-1.0,-1.1,-4,-2
C[C@@H]1CCCCO[C@H](CN(C)C(=O)Nc2ccc(C(F)(F)F)cc2)[C@@H](C)CN([C@H](C)CO)C(=O)c2cc(NC(=O)Nc3ccc4c(c3)OCO4)ccc2O1,·,11,·,·,9,-0.4,·,-19,·
O=S(=O)(c1ccc(Oc2ccc(Cl)cc2)c(S(=O)(=O)N2CCCCC2)c1)N1CCCCC1,-7,19,-0.3,-24,-11,1.0,-1.6,15,-11
COc1ccc(CN2CCN(S(=O)(=O)c3ccccc3)CC2)cc1Br,-3,-6,-1.0,-19,-6,-0.4,-1.5,4,-4
O=C1NC(=O)c2cc(Oc3ccc([N+](=O)[O-])cc3)ccc21,-6,2,1.1,7,6,0.2,2.2,-14,-3
CCN(c1ccc(NC(=O)COC(=O)c2ccc([N+](=O)[O-])o2)cc1)C(C)C,-8,-11,1.4,-1,1,0.6,0.6,8,·
CCOc1ccc(C(=O)Nc2cccc(SC)c2)cc1,0,-8,1.0,-18,11,0.1,-0.5,9,-6
CNS(=O)(=O)c1cccc(C(=O)OCC(=O)Nc2ccc(Cl)cc2F)c1,-5,-5,3.9,-11,-8,1.2,2.1,-38,-5
Cc1ccc(S(=O)(=O)NCC2CCC(C(=O)NCc3cccs3)CC2)cc1 (stereo not drawn),-3,-12,1.0,-4,4,0.1,0.2,18,-14
CC(C)Oc1ccc(CN2CCC2(C)C(=O)NCc2cccc3ccccc23)cc1 (stereo not drawn),·,-10,·,·,21,0.2,·,15,·
Cc1sc2ncn(CC(=O)NCCCC(=O)N3CCC(C)CC3)c(=O)c2c1C,-6,-5,-1.2,-25,-5,-0.2,-1.6,-16,-7

# Pulled by compound from above (3):
SMILES,OXTR potentiator,M1 PAM parental,V1aR counter,CHO parental Ca,CHO-K1 Ca antag,M1 ag parental,OXTR ag,TAAR1 antag,GPR7 antag
Cc1cc(NC(=O)CSc2ccc(-c3ccccc3)nn2)no1,-5,23,-1.6,-5,-7,0.1,-2.0,0,7
O=C(CCN1C(=O)S/C(=C\c2ccc(F)cc2)C1=O)Nc1ccc(C(=O)O)c(O)c1,-4,10,-0.1,1,1,-1.0,-1.1,-4,-2
Cc1ccc2nc(CCl)[n+]([O-])c(-c3ccccc3)c2c1,-1,23,-0.3,-1,-7,5.2,-0.7,12,-9

# Further structures:
SMILES,OXTR potentiator,M1 PAM parental,V1aR counter,CHO parental Ca,CHO-K1 Ca antag,M1 ag parental,OXTR ag,TAAR1 antag,GPR7 antag
C=CCNC(=O)C(C)N1c2cccc3cccc(c23)S1(=O)=O (stereo not drawn),-6,1,1.3,-10,-4,1.0,0.0,0,-1
COc1ccc(OC)c(CN2C(=O)c3ccccc3C2C(=O)NCC2CCCO2)c1 (stereo not drawn),9,9,-1.2,-17,0,6.8,0.5,-6,-6
COC(=O)c1ccccc1NC(=O)CSc1nc2c(c(=O)[nH]1)CCC2,-6,-18,0.2,-11,1,-0.2,-1.3,-25,-3
O=C(NCc1cn2ccccc2n1)c1ccc(Br)o1,-2,7,0.2,-3,-8,0.1,-0.4,10,-4
O=[N+]([O-])c1cccc2c(S(=O)(=O)N3CCCCC3)cccc12,-11,9,-0.2,-22,-20,1.0,-2.2,-23,-12
COc1ccccc1-n1cnnc1SCC(=O)c1c[nH]c2ccccc12,-12,7,1.1,3,3,0.9,1.3,6,-5
COCCn1c(-c2ccsc2)nc2c1c(=O)[nH]c(=O)n2CC(C)C,-4,20,-0.9,-13,-5,0.3,-1.0,-1,4
CCOC(=O)C1CCN(C(=O)COC(=O)CN(C)S(=O)(=O)c2ccc(NC(C)=O)cc2)CC1,-6,-17,0.1,-8,-15,1.3,0.6,-14,-15
CCC(C)Sc1cccc(-c2nc3ccc(Cl)cn3c2NCc2ccccc2)c1 (stereo not drawn),-13,-5,-0.3,-17,3,-0.8,-2.3,·,·
COC(=O)c1c(C)c(C)nc(N)c1C#N,-4,7,0.5,-5,-3,0.1,7.4,5,0
O=C(CCN1CCCCC1)NCNC(=O)CCN1CCCCC1,-14,12,-0.9,3,-8,0.6,0.8,9,-6
COc1ccc(C(=O)Nc2ccc3c(c2)OCCO3)cc1Br,·,-2,·,·,-8,0.8,·,10,1
CC1CN(C(=O)CNC(=O)Cc2cccc3ccccc23)CC(C)O1 (stereo not drawn),6,11,0.3,-15,-11,0.7,0.8,3,·
CCOC(=O)C(C)Sc1nnc(-c2c[nH]c3ccccc23)n1C (stereo not drawn),-6,9,2.1,7,-1,1.3,1.0,-1,-3
COCCN(CCOC)C(=O)c1ccc(SCc2ccc(C)cc2)c([N+](=O)[O-])c1,-3,-3,2.4,-10,-15,2.0,1.2,-1,0
O=c1c2ccccc2[nH]c2ccc(F)cc12,-13,-18,4.8,1,18,1.2,5.5,5,-4
O=C(NCC(c1cccs1)N1CCOCC1)c1cc(-c2ccc(F)cc2)nc2ccccc12 (stereo not drawn),-22,-12,-0.6,-22,-1,2.9,0.1,42,20*
O=C(O)c1ccc(NC2CC(=O)N(Cc3ccccc3)C2=O)cc1 (stereo not drawn),-8,13,-0.5,-12,-5,0.2,0.5,23,-12
Cc1cccc(-c2nc(-c3ccncc3)no2)c1,-4,12,1.0,-8,4,0.2,-0.7,-12,-11
COc1ccc(N2C(=O)CCC(C(=O)NCc3ccccn3)C2c2ccc(F)cc2)cc1 (stereo not drawn),-12,24,1.7,1,-7,0.9,2.3,4,-1
NC(=S)N(c1ccccc1)c1ccccc1,-1,4,0.1,-1,-5,0.5,1.2,-25,-6
Cc1ccc(S(=O)(=O)CCSc2nccn2C)cc1,-3,-1,-0.6,-11,-5,0.8,-0.6,-1,-10
CC(=O)C1=C(O)C(=O)N(CO)C1c1ccccc1F (stereo not drawn),2,-1,0.0,-8,-10,-0.1,0.6,16,-5
CCCN1CCN(CCCNC(=O)c2cc3c(s2)-c2c(C)cccc2OC3)CC1,-4,2,3.7,-20,-7,1.8,5.2,16,-4
Cc1ccc(CC2SC(N)=NC2=O)cc1 (stereo not drawn),-12,16,-0.7,-14,-18,11,0.1,-18,-7
Cc1cc(N2CCN(C)CC2)nc2ccc(NC(=S)NCCCN3CCN(C)CC3)cc12,-2,18,0.0,-2,-12,0.5,1.4,3,-10
NS(=O)(=O)c1ccc(NNC(=O)c2ccc(F)cc2F)cc1,-10,-5,0.1,10,2,0.0,-0.4,1,-11
CNc1cccc(-c2c(OC)cccc2OC)n1,·,20,·,·,-9,1.8,·,0,·
Nc1c2c(nc3ccccc13)N(C1CCCCC1)CC2,-4,1,-0.6,-26,8,-0.5,-2.2,8,·
CC1CCCCC1NC(=O)CSc1ccc([N+](=O)[O-])cc1 (stereo not drawn),-15,5,-0.8,10,0,0.9,-1.2,-4,-1
NS(=O)(=O)c1ccc(NC(CNS(=O)(=O)c2ccccc2)c2ccccc2)cc1 (stereo not drawn),-14,16,0.4,-6,-20,0.6,-1.3,-17,-8
CC(OC(=O)c1ccc(Cl)nc1)C(=O)Nc1ccc(S(=O)(=O)N2CCCC2)cc1 (stereo not drawn),3,-8,1.8,-6,-3,1.0,1.2,-18,·
Cc1cc(/C([O-])=C(/C(=S)Nc2ccc(F)cc2)[n+]2ccccc2)c(C)n1-c1ccc(F)cc1,-5,-11,0.9,-13,15,-0.5,-1.9,6,-2
CCc1ccccc1NC(=O)CN1CCN(C(=O)c2ccc(OCc3cn4ccccc4n3)cc2)CC1,·,14,·,·,-3,7.6,·,-17,·
CC(C)Oc1ccc(S(=O)(=O)N2CCOCC2)cc1NC(=O)CSC(=S)N1CCCC1,·,-5,·,·,-1,-0.1,·,-22,·
O=C(C1=C(O)C(=O)N(CCN2CCOCC2)C1c1ccc(Br)cc1)c1cc2ccccc2o1 (stereo not drawn),-8,16,-0.1,-9,-6,0.1,-0.1,-19,2
O=C(CSc1nnc(-c2ccncc2)o1)NCc1ccc(Cl)cc1,-2,17,1.7,-8,1,0.5,0.1,-20,-8
NC(=Nc1c([N+](=O)[O-])cnc2ccccc12)N1CCOCC1,·,12,·,·,2,1.2,·,-17,·

# Compound activity as filed in PubChem BioAssay.
